# HIF-2a block: blocks HIF-2a reporter activity; 786-0 RCC cells HIF-2a reporter, luciferase luminescence, overnight; inhibition, % at 18.8 µM; 360,000 tested, 0.72% active;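 active means inhibition of the luminescence signal of 40% or more relative to plate controls, in a single-dose primary screen at 18.75 µM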
# MITF TRPM1 inh: reduces MITF-dependent TRPM1 promoter luciferase signal | SK-MEL-5 TRPM1 promoter luciferase, 24 h | inhibition, % at 12.5 µM | 330,000 tested, 0.83% active | AID 488899;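 active means mean inhibition across replicates of 60% or more, whatever share of single replicates reaches that level; inconclusive means some that reach 60%, reason not given; inactive means mean inhibition across replicates below 60%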; further: values of inactives mirror those of a sister screen read the other way
# PDI turbidity: PDI (human) enzyme inhibition; PDI insulin aggregation turbidity, A650, 90 min; inhibition, % at 10 µM; AID 588391; 350,000 tested, 0.052% active;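 active means mean inhibition across replicates of 30% or more, whatever share of single replicates reach that level; inconclusive means mean inhibition below 30% while every single replicate reaches 30%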;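 further: absorbance from insulin aggregation driven by PDI reduction with DTT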
# Target sequence (P07237 whole entry, looked up): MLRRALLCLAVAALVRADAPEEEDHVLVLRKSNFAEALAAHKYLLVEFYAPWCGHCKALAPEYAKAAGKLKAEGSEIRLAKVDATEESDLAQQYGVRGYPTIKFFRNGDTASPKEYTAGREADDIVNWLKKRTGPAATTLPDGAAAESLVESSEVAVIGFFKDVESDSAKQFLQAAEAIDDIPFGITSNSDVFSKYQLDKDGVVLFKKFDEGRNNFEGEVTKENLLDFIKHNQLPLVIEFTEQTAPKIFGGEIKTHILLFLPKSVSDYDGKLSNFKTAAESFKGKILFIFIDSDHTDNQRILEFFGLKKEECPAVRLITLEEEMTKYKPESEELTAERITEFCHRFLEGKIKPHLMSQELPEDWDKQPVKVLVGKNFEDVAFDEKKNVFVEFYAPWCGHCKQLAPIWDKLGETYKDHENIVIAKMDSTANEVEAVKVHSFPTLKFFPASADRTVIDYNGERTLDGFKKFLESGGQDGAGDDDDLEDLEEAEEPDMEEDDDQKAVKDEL
# iPSC survival up: increases survival of single human iPS cells. hiPSC single-cell survival, ATPlite luminescence; 100% = ROCK inhibitor wells, 0% = DMSO. 360,000 tested, 0.044% active. survival enhancement, % at 20 µM. AID 602274; in the data active means survival enhancement above about 18%;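 further: cells exposed to compounds for 16 hours before the ATP read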
# Peg3 prom inh: inhibitors of Peg3 promoter; 360,000 tested, 1.7% active; inhibition, % at 20 µM; HeLa PEG-Prom luciferase reporter, luminescence, overnight;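 active means inhibition of at least 50% at 20 µM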
# CaV13 FRET inh: Primary screen for inhibitors of IQ motif and Ca2+-dependent inactivation inhibitor domain binding in CACNA1D, Förster resonance energy transfer in living cells, …. HEK cells, CFP/YFP FRET ICDI-IQ, plate reader, 10 min; percent FRET-ratio fall versus neutral wells. inhibition, % at 12.3 µM. 340,000 tested, 0.098% active;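 active means mean replicate inhibition of at least 30% and at least 1% of replicates passing that level; inconclusive means only one of the two criteria is met; inactive means neither criterion is met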;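 further: 0% = median of the neutral control wells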
# Vif imaging: blocks HIV Vif function; HEK293T cells, Vif self-association by quenched fluorescence, imaging, 24 h; AID 602346; inhibition, % at 7.49 µM; 340,000 tested, 0.35% active; in the data active means inhibition above about 50%, passing the limit was not always enough; inconclusive means no clear call, values can overlap the other calls; inactive means below about 31%; further: some results filed as inactive read as strong as hits
# aDG glyco up: increases alpha dystroglycan glycosylation; 360,000 tested, 0.22% active; AID 624168; activation, % at 10 µM; Pro5-aDG cells, alpha-DG glycosylation AlphaScreen (IIH6); 0% Pro5, 100% B10-LARGE cell signal;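 active means activation of at least 8% versus controls, or a plate z-score of at least 8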;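 further: Pro5 are CHO cells carrying HIG-tagged alpha-DG that lacks glycosylation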
# NR2E3 ag-1: agonists of human nuclear receptor NR2E3; Q9Y5X4; GST-NR2E3/biotin-RetCOR TR-FRET, 1536-well; inhibition of corepressor binding, % at 4.78 µM; 320,000 tested, 0.12% active; AID 2300;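 active means percent inhibition above the cutoff of mean plus 3 SD of all tested compounds, set per screening campaign, cut at about 20% in these data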;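 further: 0% = DMSO wells and 100% = biotin wells as full block of FRET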
# Target sequence (Q9Y5X4 whole entry, looked up): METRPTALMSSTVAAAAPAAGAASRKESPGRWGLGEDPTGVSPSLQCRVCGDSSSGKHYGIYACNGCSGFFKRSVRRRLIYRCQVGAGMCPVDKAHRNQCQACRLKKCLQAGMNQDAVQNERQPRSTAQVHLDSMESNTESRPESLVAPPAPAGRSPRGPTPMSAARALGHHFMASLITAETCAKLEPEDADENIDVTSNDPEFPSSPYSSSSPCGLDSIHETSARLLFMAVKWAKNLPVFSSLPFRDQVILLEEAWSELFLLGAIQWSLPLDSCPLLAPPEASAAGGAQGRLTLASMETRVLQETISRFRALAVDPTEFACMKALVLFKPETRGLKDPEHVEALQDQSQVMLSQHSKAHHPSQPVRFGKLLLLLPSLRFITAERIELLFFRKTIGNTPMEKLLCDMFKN
#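 Test system – NR2E3–RetCOR corepressor complex · Quantity – NR2E3 fusion 1.35 nM · Buffer or medium – Tris pH 7.5 · Incubation – Compound–protein incubation for 5 h at 4 °C · Technique – TR-FRET, Eu(K)-anti-GST donor, streptavidin-D2 acceptor, ex 340, em 617/671 nm · Evaluation – percent inhibition of 671/617 nm emission ratio versus biotin and DMSO controls · Plate – 1536-well format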
# NR2E3 ag-2: agonists of human NR2E3 nuclear receptor; Q9Y5X4; CHO-S Gal4-NCOR/VP16-NR2E3 two-hybrid, luciferase; inhibition of corepressor binding, % at 3.98 µM; 360,000 tested, 0.35% active; AID 602229;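 active means inhibition above the mean of all tested compounds plus 3 SD, cut at about 70% in these data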;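 further: 0% = DMSO with NR2E3 transfected cells and 100% = cells lacking NR2E3 construct; higher means lower luciferase signal from less NR2E3 corepressor binding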
# Granule exo inh: lytic granule exocytosis inhibition; TALL-104 LAMP-1 surface exposure, flow cytometry; cells stimulated with thapsigargin and PMA; inhibition, % at 10 µM; 360,000 tested, 0.66% active; AID 651702;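 active means inhibition above about 55%, limit read from the data; inconclusive means no clear call, values can overlap the other calls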
# An asterisk follows results filed as active; u = inconclusive; x = not tested or not shown.
SMILES,HIF-2a block,MITF TRPM1 inh,PDI turbidity,iPSC survival up,Peg3 prom inh,CaV13 FRET inh,Vif imaging,aDG glyco up,NR2E3 ag-1,NR2E3 ag-2,Granule exo inh
CCOC(=O)c1nc(C)n(-c2ccc([N+](=O)[O-])cc2)n1,3.5,6.3,7.7,2.1,3.0,-4.0,1.5,0.2,-1.9,-23.6,-4.1
COc1cccc(Nc2ncnc3onc(-c4ccccc4OC)c23)c1,31.5,-3.9,13.9,-2.5,14.1,-5.6,2.2,-0.2,6.9,-19.1,19.9
O=C(O)CN1CCNCCN(CC(=O)O)CCNCC1,2.0,-4.6,-46.6,-2.8,-38.0,-8.6,11.0,-0.1,x,-25.4,11.5
CCCn1cnc2cc(NCc3cccs3)ccc21,-166.2,-64.4,5.6,0.0,-139.1,4.3,-3.2,-0.1,-5.2,-66.4,-0.7
COc1ccc(NC(=O)CN(C)CC(=O)Nc2ccc(Cl)cc2[N+](=O)[O-])cc1,3.9,-0.4,0.1,-0.3,17.1,x,4.9,0.0,2.6,22.8,1.8
NNC(=O)c1oc2nc(-c3ccccc3)cc(-c3ccccc3)c2c1N,14.2,-7.0,-6.0,0.5,-2.4,-5.0,71.4*,-0.1,2.4,-42.5,-2.6
Cc1csc(/N=C/c2ccc([N+](=O)[O-])cc2)n1,10.0,12.9,-11.5,7.4,11.0,-4.8,3.8,0.1,-1.7,-10.6,-3.9
COc1cccc(NC(=O)CCC2CCN(Cc3nccs3)CC2)c1,-6.0,-4.4,-7.2,-0.4,-12.9,-2.6,x,-0.1,4.8,-8.6,0.6
Cc1cc(=O)[nH]c(N/N=C/c2cccc(Br)c2)n1,-64.0,-21.3,-1.2,0.8,-45.0,-4.0,-2.6,-0.1,-1.9,-33.5,5.7
CSCCC(NC(=O)COc1ccccc1)C(=O)N1CCCCC1 (stereo unspecified),11.8,9.3,-2.7,-0.5,10.2,x,2.1,-0.2,2.6,-10.4,23.7
CC1(C(=O)NS(=O)(=O)c2cccc(OC(F)F)c2)CCN1C(=O)CCc1cccs1 (stereo unspecified),11.9,x,-9.1,3.4,3.6,-6.1,-13.3,-0.1,x,21.0,0.6
CCn1c(SCC(=O)N/N=C/C=C/c2ccccc2[N+](=O)[O-])nnc1-c1ccccc1,6.4,15.6,1.4,1.7,10.4,-3.2,-5.7,0.0,-2.5,-13.9,4.0
CN(C)S(=O)(=O)c1ccc(N2CCCC2)c(C(=O)Nc2ccccc2)c1,16.9,4.2,-9.6,-0.5,17.0,-5.8,10.3,-0.2,4.4,5.7,3.3
Nn1c(Cc2ccc(F)cc2)n[nH]c1=S,14.8,-8.0,-5.7,0.7,-7.5,6.1,-1.8,-0.1,0.3,13.1,0.9
Cc1onc(-c2ccccc2Cl)c1C(=O)NCc1ccc2c(c1)cc(C)n2C,11.7,4.3,x,-0.3,18.9,-6.9,-7.5,-0.4,2.9,-0.8,8.9
COc1ccc(NC(=O)N2CCN(c3nc4ccccc4n3C(C)C)CC2)cc1,14.5,-6.3,-0.9,-3.0,-2.0,-6.6,0.3,0.4,-3.0,16.2,-2.0
CCS(=O)(=O)c1nc(S(=O)(=O)c2ccc(C)cc2)c(NCCCN(C)C)s1,9.8,-3.0,-0.4,0.5,15.7,2.0,-7.4,0.1,-0.3,-10.9,-0.5
Cc1ccc(C)c(CC(=O)N2CCCCC2c2cc(C(=O)Nc3ccc(F)c(Cl)c3)no2)c1 (stereo unspecified),8.9,x,1.9,2.3,22.7,-8.0,-10.6,0.3,x,1.4,8.3
CCOC(CNC(=O)Cn1nc(C)c2ccccc21)OCC,11.4,1.8,-1.8,1.0,4.2,-4.0,-15.0,-0.3,-2.1,-18.1,-0.3
CCc1ccc(-n2cnc3cc(C(=O)NCC(OC)OC)ccc32)cc1,-12.0,-6.5,5.0,-0.5,-2.8,-18.1,-7.3,0.0,1.3,-9.8,-3.2

# The final 6 records of the part above are carried over, then new ones follow:
SMILES,HIF-2a block,MITF TRPM1 inh,PDI turbidity,iPSC survival up,Peg3 prom inh,CaV13 FRET inh,Vif imaging,aDG glyco up,NR2E3 ag-1,NR2E3 ag-2,Granule exo inh
Cc1onc(-c2ccccc2Cl)c1C(=O)NCc1ccc2c(c1)cc(C)n2C,11.7,4.3,x,-0.3,18.9,-6.9,-7.5,-0.4,2.9,-0.8,8.9
COc1ccc(NC(=O)N2CCN(c3nc4ccccc4n3C(C)C)CC2)cc1,14.5,-6.3,-0.9,-3.0,-2.0,-6.6,0.3,0.4,-3.0,16.2,-2.0
CCS(=O)(=O)c1nc(S(=O)(=O)c2ccc(C)cc2)c(NCCCN(C)C)s1,9.8,-3.0,-0.4,0.5,15.7,2.0,-7.4,0.1,-0.3,-10.9,-0.5
Cc1ccc(C)c(CC(=O)N2CCCCC2c2cc(C(=O)Nc3ccc(F)c(Cl)c3)no2)c1 (stereo unspecified),8.9,x,1.9,2.3,22.7,-8.0,-10.6,0.3,x,1.4,8.3
CCOC(CNC(=O)Cn1nc(C)c2ccccc21)OCC,11.4,1.8,-1.8,1.0,4.2,-4.0,-15.0,-0.3,-2.1,-18.1,-0.3
CCc1ccc(-n2cnc3cc(C(=O)NCC(OC)OC)ccc32)cc1,-12.0,-6.5,5.0,-0.5,-2.8,-18.1,-7.3,0.0,1.3,-9.8,-3.2
COC(=O)/C(C#N)=C/c1c(N2CCN(C)CC2)nc2ccccn2c1=O,11.9,9.9,5.4,-0.4,16.1,-15.4,5.3,0.0,-0.6,-17.4,-4.2
CN1C(=S)SC(C)(C)C1(C)NO (stereo unspecified),12.4,0.6,0.6,7.1,-5.4,x,2.1,-0.1,3.5,-6.1,3.6
CC(C)(c1ccc(O)c([N+](=O)[O-])c1)c1ccc(O)c([N+](=O)[O-])c1,10.3,-5.2,2.6,2.7,17.4,-5.7,4.1,0.0,x,23.4,-1.2
CC(C)OC(=O)Cn1c(=O)oc2ccccc21,18.4,8.7,-3.5,-2.8,-2.1,x,6.0,-0.5,0.5,-2.1,1.2
O=S1(=O)CC(N2CCN(CCO)CC2)CN1Cc1cn(Cc2ccc(F)cc2)nn1 (stereo unspecified),-0.6,x,x,1.8,x,-6.8,x,0.2,x,5.2,-1.8
CCN(CC)CCCNCC(=O)Nc1ccc2c(c1)CCC2,9.2,-6.7,-2.6,1.3,4.3,-4.3,-5.5,0.2,2.3,-21.3,-1.7
Cn1c(=O)oc2cc(S(=O)(=O)Nc3cccc(F)c3)ccc21,4.2,-3.1,x,-1.7,-1.1,-1.7,5.0,-0.2,3.6,-1.6,3.0
Cc1nn(C)cc1C(C(=O)NC1CCCCC1)N(C(=O)Cc1cccs1)c1ccc(Cl)cc1 (stereo unspecified),18.8,7.0,1.8,0.2,25.1,-13.3,-1.9,-0.4,-0.2,-15.5,-1.4
CC(C)CNC(=S)N1CCC(C(=O)c2ccc3c(c2)OCCO3)CC1,-11.7,x,3.1,-0.8,-3.5,-6.5,1.8,0.4,0.0,3.6,-0.4
CN(CC(=O)NNC(=O)CNC(=O)c1ccccc1Cl)S(=O)(=O)c1ccc(Cl)cc1,12.1,4.9,1.8,-0.5,-17.4,-4.6,13.4,0.0,0.6,-6.7,4.5
Cc1ccc(S(=O)(=O)N2CCN(S(=O)(=O)c3ccccc3Br)CC2)cc1,6.5,-4.0,-7.1,3.9,4.3,-3.8,0.4,-0.1,x,1.8,-2.1
COc1ccc(OCCOCCOc2ccc(C)cc2[N+](=O)[O-])cc1,-20.4,-3.8,0.9,5.0,-15.1,-17.3,1.5,-0.3,2.3,-3.7,-5.7
O=C(Oc1cccc(N2C(=O)C3C4c5ccccc5C(c5ccccc54)C3C2=O)c1)c1ccco1 (stereo unspecified),17.4,2.1,-4.2,3.5,19.1,-2.3,1.3,-0.1,-4.2,-15.0,-3.7
Cc1ccc(NC(=S)N2CCCC(CO)C2)c(C)c1 (stereo unspecified),-55.0,3.7,3.8,-1.9,-52.3,-4.6,1.5,-0.3,0.3,-21.4,-1.8
Cc1cc(NC(=O)c2c([N+](=O)[O-])cnn2C)no1,15.9,-2.3,2.3,1.8,15.6,-4.9,3.7,-0.2,-1.2,-6.3,3.1
CCCNc1c(NS(=O)(=O)c2ccc(C)c(C)c2)c(=O)oc2ccccc12,14.4,3.7,-5.5,0.1,9.9,-4.1,-5.2,0.0,1.5,-4.5,16.0
O=C1CC(NC(=O)C(F)(F)F)=NN1c1ccccc1,1.6,10.1,-8.3,-0.3,7.5,-5.0,0.3,-0.4,2.6,-12.4,-0.4
Cc1ccc(S(=O)(=O)C(NC(=O)c2ccccc2)=C(Cl)Cl)cc1,41.4*,12.0,2.8,-3.5,52.4*,-3.1,u,0.2,0.1,21.7,1.8
CS(=O)(=O)N(CC(=O)Nc1ccccc1C(=O)N1CCOCC1)c1ccc(F)c(Cl)c1,6.3,-5.3,1.8,-0.3,-19.0,-4.5,-2.1,0.1,-2.1,-1.4,-20.1
CCc1ccc(NC(=O)CSc2nc3[nH]ncc3c(=O)[nH]2)cc1,18.7,3.7,-2.1,2.6,7.0,6.6,-13.7,-0.6,-0.7,-30.4,17.0
O=C(Nc1ccccn1)C12CC3CC(CC(C3)C1)C2,-19.9,-12.1,2.4,0.4,-10.8,-6.8,x,-0.1,-1.1,-12.9,-3.1
O=C(CCn1c(=S)oc2ccccc21)NCCC1=CCCCC1,4.2,-9.9,2.3,-0.5,13.1,-2.2,8.3,0.0,-0.3,-6.6,-6.2
CCOC(=O)c1cnc(SC)nc1NCCOC,12.4,10.8,-1.5,-0.2,8.2,-2.6,-5.7,-0.2,-1.8,-27.3,1.9
NC(=O)c1ccc(OCC2CCCO2)cc1 (stereo unspecified),-10.8,-2.6,-7.7,0.4,-6.0,-3.3,2.0,-0.1,-0.6,-2.1,8.8
COc1ccc(Nc2nc(N)c([N+](=O)[O-])c(NC3CCCCC3)n2)cc1,-97.2,4.3,4.0,-0.3,17.2,-14.4,-2.2,-0.3,-0.1,-21.8,0.6
CCCn1cc(S(=O)(=O)CC(=O)NC2CCCCC2)c2ccccc21,4.0,6.7,-0.6,-1.8,14.7,-4.0,-11.3,0.2,4.0,31.3,3.7
COc1ccc(CC(=O)OCC(=O)N2CCCc3ccccc32)cc1OC,-0.1,6.3,11.0,-0.5,2.9,-4.9,23.7,-0.4,-1.0,1.4,0.4
COc1ccc(C2=CSC3=NCCN23)cc1Br,8.4,x,-6.7,-0.1,13.6,-4.8,1.2,0.0,3.9,-4.3,6.2

# Screening results (PubChem BioAssay)
